DAX1 inh-1: DAX1 (NR0B1) inhibitors on StAR promoter, primary screen, cell-based, luminescence, SF-1 (NR5A1), full-length DAX-1. HEK293T StAR-luciferase reporter, SF-1/DAX-1 repression relief. inhibition, % at 6.8 µM. hit rate 1.1% among 370,000. AID 652010, 2013;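 active means inhibition above the mean over all tested compounds plus 3 SD, cut at about 3.6% in these data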;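 further: 0% = DAX-1 cells with DMSO and 100% = cells lacking DAX-1 with DMSO; higher inhibition means more luminescence from relief of DAX-1 repression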
SMARCA2 act: SMARCA2 (BRM) function activators, primary screen, cell-based, luminescence, high throughput; MG213 cells, MMTV-luciferase reporter, dexamethasone, overnight; activation, % at 9.1 µM; hit rate 1% among 370,000; in the data active means activation above about 7.8%;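 further: 0% = vehicle wells and 100% = reference activator wells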
GAA850 FXN act: FXN promoter activators, primary screen, cell-based, luciferase luminescence, HEK293 lucGAA850; HEK293 lucGAA850 FXN promoter luciferase reporter, 24 h; percent of 10 µM SAHA response; activation, % at 6 µM; hit rate 0.56% among 360,000;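 active means activation above the average of all compounds screened plus 3 SD, cutoff fixed separately per campaign, cut at about 7.5% in these data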;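 further: 0% = DMSO wells and 100% = 10 µM SAHA wells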
PG9 Ab binder: binders of HIV-1 gp120 antibody PG9, primary screen, biochemical, TR-FRET. HIV-1 gp120 / PG9 antibody interaction. TR-FRET gp120-PG9 antibody binding. inhibition, % at 6.7 µM. hit rate 0.43% among 360,000. AID 624416, 2012; in the data active means inhibition above about 8.5%
hcDAF-12 act: H. contortus DAF-12 nuclear receptor activators, primary screen, cell-based, luminescence, HEK293, lit1-tk-luc reporter; activation, % at 6.8 µM; HEK293 hcDAF-12 lit1-tk-luc reporter; 0% DMSO, 100% Δ7-dafachronic acid; AID 652067, 2013; hit rate 1.4% among 370,000;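 active means activation above the mean of all tested compounds plus 3 SD, cut at about 5.5% in these data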;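 further: 100% = response to 3 µM Δ7-dafachronic acid high control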
HGIII-sPLA2 inh: human group III sPLA2 inhibitors, primary screen, biochemical, QFRET, BODIPY PC-A2 liposome substrate. Group 3 secretory phospholipase A2 (Homo sapiens), Q9NZ20. QFRET BODIPY PC-A2 liposome hydrolysis, fluorescence. inhibition, % at 12.2 µM. hit rate 0.56% among 370,000. AID 743126, 2013;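 active means inhibition above mean plus 3 SD of compounds lying within the high and low control bounds, cut at about 19% in these data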;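 further: 0% = median of test compound wells and 100% = no enzyme DMSO wells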
PLCb3 inh: human PLC-beta3 inhibitors, primary screen, biochemical, fluorescence | 1-phosphatidylinositol 4,5-bisphosphate phosphodiesterase beta-3 (Homo sapiens), Q01970 | Purified PLC-beta3, fluorogenic substrate | inhibition, % at 12.2 µM | hit rate 0.18% among 370,000; in the data active means inhibition above about 11%;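 further: 0% = median of compound wells on plate and 100% = full blocker control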
Target sequence (Q01970 whole entry, looked up): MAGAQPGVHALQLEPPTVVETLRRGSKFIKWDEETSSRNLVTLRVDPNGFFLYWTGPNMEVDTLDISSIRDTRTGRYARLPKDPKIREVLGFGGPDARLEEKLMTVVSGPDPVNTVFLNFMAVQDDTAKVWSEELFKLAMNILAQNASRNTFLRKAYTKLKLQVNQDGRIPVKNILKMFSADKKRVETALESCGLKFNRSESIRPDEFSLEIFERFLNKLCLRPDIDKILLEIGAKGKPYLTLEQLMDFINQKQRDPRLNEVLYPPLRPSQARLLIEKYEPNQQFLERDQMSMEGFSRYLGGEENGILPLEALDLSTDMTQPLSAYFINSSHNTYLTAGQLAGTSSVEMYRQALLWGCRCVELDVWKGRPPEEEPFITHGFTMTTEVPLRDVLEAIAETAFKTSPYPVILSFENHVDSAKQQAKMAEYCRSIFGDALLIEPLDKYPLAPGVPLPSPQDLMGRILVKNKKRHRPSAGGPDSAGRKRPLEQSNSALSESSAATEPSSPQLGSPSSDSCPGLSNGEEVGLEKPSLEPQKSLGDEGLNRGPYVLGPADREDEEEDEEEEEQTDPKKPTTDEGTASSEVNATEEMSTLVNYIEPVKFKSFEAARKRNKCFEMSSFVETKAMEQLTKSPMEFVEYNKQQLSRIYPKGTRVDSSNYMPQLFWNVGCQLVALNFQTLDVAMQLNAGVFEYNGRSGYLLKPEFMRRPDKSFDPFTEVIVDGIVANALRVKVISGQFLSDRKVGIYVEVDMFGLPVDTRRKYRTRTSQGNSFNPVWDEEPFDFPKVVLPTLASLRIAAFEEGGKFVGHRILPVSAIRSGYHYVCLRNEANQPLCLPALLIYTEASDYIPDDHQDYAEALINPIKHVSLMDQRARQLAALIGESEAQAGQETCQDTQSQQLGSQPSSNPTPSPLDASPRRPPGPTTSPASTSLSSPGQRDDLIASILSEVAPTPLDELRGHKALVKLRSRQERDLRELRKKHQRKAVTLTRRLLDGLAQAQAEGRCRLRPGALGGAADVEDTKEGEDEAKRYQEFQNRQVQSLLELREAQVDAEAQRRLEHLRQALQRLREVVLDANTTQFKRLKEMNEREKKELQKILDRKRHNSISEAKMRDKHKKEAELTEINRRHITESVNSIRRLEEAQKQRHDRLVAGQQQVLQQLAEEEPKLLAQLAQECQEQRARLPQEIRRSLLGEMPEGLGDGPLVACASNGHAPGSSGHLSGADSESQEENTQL
hgDAF12 agonist: H. glycines DAF-12 receptor agonists, primary screen, cell-based, luminescence, HEK293, GAL4 fusion, UAS-luciferase; Nuclear hormone receptor DAF-12 (Heterodera glycines), GAL4 fusion; HEK293 GAL4-hgDAF12 UAS-luciferase reporter, agonist luminescence; normalized to butyrate control; activation, % at 6.8 µM; hit rate 1.8% among 370,000; AID 687014, 2013;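 active means activation above a cutoff set at the mean of all screened compounds plus 3 SD, cut at about 10% in these data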;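 further: 0% = DMSO wells and 100% = sodium butyrate wells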
ssDAF-12 act: S. stercoralis DAF-12 nuclear receptor activators, primary screen, cell-based, luminescence, HEK293, GRIP1 co-expression, lit1-tk-luc; activation, % at 6.8 µM; hit rate 1% among 370,000; Nuclear hormone receptor DAF-12 (Strongyloides stercoralis); HEK293 ssDAF-12/GRIP1 lit1-tk-luc reporter; % of 3 µM dafachronic acid response;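 active means activation above the mean over all tested compounds plus 3 SD, cut at about 0.9% in these data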;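 further: 0% = DMSO-only wells and 100% = 3 µM delta7-dafachronic acid wells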
NR1D1 modulator: modulators of Rev-erb alpha DNA binding, primary screen, biochemical, FITC-DNA, fluorescence polarization, uHTS; Rev-erbα–FITC-DNA binding, 90 min; AID 1259318, 2017; Nuclear receptor subfamily 1 group D member 1 (Homo sapiens), P20393; hit rate 0.79% among 370,000; activity, % at 10 µM;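 active means activity above about 14%, limit read from the data; passing the limit was not always enough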;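 further: 0% = DMSO wells with 35 nM protein and 100% = DMSO wells with 750 nM protein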
DAX1 inh-2: DAX1 (NR0B1) inhibitors, primary screen, cell-based, HEK293, Gal4-DAX1, luciferase luminescence; HEK293 Gal4-DAX1 luciferase reporter; inhibition, % at 6.75 µM; AID 504766, 2011; Nuclear receptor subfamily 0 group B member 1 (Homo sapiens), P51843; hit rate 0.99% among 340,000;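 active means inhibition above the mean over all tested compounds plus 3 SD, cut at about 4.2% in these data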;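 further: 0% = DAX1-transfected cells with DMSO and 100% = empty-vector control cells with DMSO; inhibition shows as a rise in luminescence from relieved DAX1 repression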
* hit, by the source's call; i = inactive; / = not tested or not shown. Random draw from the library; about 7% have a hit in one of these screens.

SMILES	DAX1 inh-2	hgDAF12 agonist	DAX1 inh-1	PLCb3 inh	NR1D1 modulator	PG9 Ab binder	SMARCA2 act	GAA850 FXN act	hcDAF-12 act	ssDAF-12 act	HGIII-sPLA2 inh
CCN1C(=O)S/C(=C/c2ccc(Sc3nc4ccccc4[nH]3)o2)C1=O	-1.0	-1.6	-0.4	-3	16	-3.4	-4	0.2	-1.6	-1.3	2
CNc1c(N)c(=O)oc2ccccc12	4.1	8.5	1.5	-3	-7	-4.5	1	1.1	5.0	0.7	-2
COc1ccc(C(=O)Nc2ccccc2C(=O)N/N=C/c2ccncc2)cc1OC	-6.3	10	0.7	-11	-11	-2.8	8.5*	4.7	2.4	0.5	-2
CC1CCN(C(=O)COC(=O)C23CC4CC(CC(O)(C4)C2)C3)CC1	1.4	3.6	2.4	-6	2	-3.9	7	1.2	4.2	-1.1	-4
CCc1ccccc1N1CCN(S(=O)(=O)c2ccc(F)c(C)c2)CC1	0.3	1.4	-0.1	1	-1	0.6	6	-0.5	-1.2	-1.1	1
O=C(NCc1ccncc1)C(=O)NCC1OCCN1S(=O)(=O)c1ccccc1 (configuration not stated)	0.5	-6.5	-0.5	0	-5	-0.2	-1	0.8	-0.7	-1.3	9
COc1cc(C(=O)NCCc2ccc(S(N)(=O)=O)cc2)ccc1OCc1c(C)noc1C	-0.5	-1.8	-1.9	-1	-2	0.2	0	-0.7	1.3	-0.7	1
Cc1ccc(S(=O)(=O)N(C)C)cc1NC(=O)C(C)NC(C)c1cccs1 (configuration not stated)	0.0	-1.1	-0.3	-9	1	2.1	-4	0.9	-1.9	-1.1	9
O=C(CSc1nc2c(c(=O)[nH]1)CCC2)Nc1cccc(Cl)c1	-1.5	-0.5	-0.3	1	-1	-0.4	-3	-2.7	-0.7	-1.1	-12
CNc1cncc(-c2cccc(C(=O)N3CCOCC3)c2)n1	/	-2.6	0.3	i	1	-0.3	2	-1.1	-0.6	-1.6	6
O=C(C1CC=CCC1)N1CCCCCC1 (configuration not stated)	1.1	-1.9	-1.0	-8	7	-1.6	3	-1.1	-0.4	-1.5	1
Cc1ccc(C(=O)NCC(=O)N2CCc3ccccc3C2)cc1C	0.7	-0.8	-0.1	-4	-3	-1.3	-2	0.0	-2.1	-0.5	-3
COc1ccc(NCc2nnc(SCc3ccc(Cl)cc3)n2-c2ccccc2)cc1	-1.8	-1.2	-0.6	3	2	-1.3	-3	0.4	-2.1	-1.4	5
O=C(COC(=O)Cc1c[nH]c2ccccc12)Nc1ccccc1	0.1	1.4	0.1	0	3	-2.2	-3	1.0	2.7	0.0	-75
O=C(CN(c1ccc(F)cc1)S(=O)(=O)c1ccc2c(c1)OCCO2)N1CCOCC1	0.9	-1.9	0.7	-2	-7	0.0	-1	-0.7	-1.7	-1.4	11
Cc1cc(/C(=N/O)C(C)(C)NO)ccc1Cl	1.1	-1.2	-0.1	0	3	1.5	-1	-2.6	0.5	-1.7	-2
CC(=O)n1c2c(c3ccccc31)OC(N)=C(C#N)C2c1ccc(C(C)C)cc1 (configuration not stated)	2.9	-0.9	0.0	-98	/	-1.2	-2	-3.3	5.6*	-1.1	-12
CC1(C)CC(=O)C(C2C3=C(CC(C)(C)CC3=O)Oc3ccccc32)C(=O)C1 (configuration not stated)	-0.5	-1.8	-0.7	-7	-1	-1.4	-4	2.0	-0.5	-0.8	13
Nc1cc(OC(=O)c2c(F)cccc2Cl)nn1S(=O)(=O)c1ccccc1	-0.5	-0.8	0.1	1	4	0.2	-2	0.6	0.7	-0.5	-24
COc1cccc(NC(=O)CN(C)C(=O)c2cc(S(=O)(=O)N3CCCCC3)ccc2Cl)c1	0.0	-1.6	4.2*	-4	-1	0.0	-2	-2.6	-1.6	-0.5	-14
CCCNC(=O)c1ccc2c(=O)n3c(-c4ccc(C)cc4)csc3nc2c1	-0.2	-0.9	-0.4	-156	26*	24*	-1	-2.0	-1.2	-1.1	1
Cn1cccc1CC(=O)N/N=C/c1ccc([N+](=O)[O-])cc1	/	4.8	0.6	-3	3	-1.9	-1	0.9	0.0	-1.3	-6
Cc1nc(-c2ccc(NC(=O)c3cccs3)cc2)cs1	-2.8	9.5	3.7*	0	3	-2.2	4	1.4	4.9	0.7	-2
Fc1ccc(/C=N/NC(=S)Nc2ccc(Cl)cc2)cc1F	1.5	5.5	1.7	-3	-5	-1.4	3	2.9	1.8	-0.7	11
CC(C)c1ccc(NC(=O)C(=O)C2C(=O)Nc3ccccc32)cc1 (configuration not stated)	0.9	-0.5	0.3	0	-2	-0.6	0	3.2	3.1	0.5	-21
C[C@H]1[C@@H](c2ccccc2)Oc2ccc(Cl)cc2S(=O)(=O)N1Cc1ccc(Cl)cc1	/	0.3	1.8	3	6	0.0	1	/	-0.1	-1.1	3
[O-]/[N+](=C\c1ccccc1)c1ccccc1	0.8	3.1	-0.2	4	0	-1.4	1	3.1	1.1	-0.8	5
COc1ccc(C2c3ccsc3CCN2C(=O)NC(C)(C)C)cc1 (configuration not stated)	-0.4	-1.6	-0.3	-4	-1	-0.3	-1	-0.2	-1.1	-1.5	9
COC(=O)Cn1c(=O)c2c(nc(Br)n2Cc2ccccc2Cl)n(C)c1=O	-0.4	-0.5	-0.4	0	3	2.0	-2	-1.7	-1.8	-0.9	1
CC(C)(C)NC(=O)c1ccccc1-c1nc(-c2ccccc2Cl)no1	2.1	-0.6	-0.9	2	1	-2.1	2	-2.0	-1.0	-1.1	-2
Nc1[nH]c(C(=O)c2ccccc2)c(-c2ccc3c(c2)OCO3)c1C(=O)NCCc1c[nH]c2ccccc12	/	-2.5	-0.2	-11	2	0.1	-1	/	-0.8	-1.1	-34
CCCOc1ccc(CC(=O)NNC(=S)Nc2ccccc2)cc1Br	0.7	-2.7	-0.2	1	-2	0.6	-3	0.7	-1.9	-1.1	1
O=C(Cn1cnc([N+](=O)[O-])n1)N/N=C/c1ccc2ccccc2c1	0.9	4.8	-0.1	2	-1	-0.2	-2	-2.0	0.1	-1.0	-20
COc1cc(S(=O)(=O)N(Cc2ccccn2)Cc2ccccc2Cl)ccc1-n1cnnn1	-0.9	-1.2	-0.2	3	-2	0.4	1	0.5	-0.9	-2.0	4
CC12CN3CC(C)(CN(C1)C3c1ccc3c(c1)OCO3)C2 (configuration not stated)	-0.5	-0.2	0.2	4	-10	-0.1	1	-0.1	0.4	-1.4	-3
CCOc1cccc(N2C(=O)CC(N3CCC(C(N)=O)(N4CCCCC4)CC3)C2=O)c1 (configuration not stated)	0.1	1.8	-0.5	1	-3	-1.7	-3	-1.5	-1.8	-0.7	4
CCc1ccc(CCC(=O)Nc2ccc(Br)cc2)o1	-1.1	-1.7	0.2	-5	-1	-3.1	1	2.7	-1.4	-0.9	-31
CC(=O)Nc1ccccc1-c1nc2ccc(C(=O)N3CCN(c4cc(C)ccc4C)CC3)cc2[nH]c1=O	2.4	-2.2	-0.6	-7	-4	1.3	-3	0.2	-2.1	-1.1	7
O=C1c2cccc3c(N4CCOCC4)c([N+](=O)[O-])cc(c23)C(=O)N1c1cccc2ccccc12	0.5	-0.2	0.4	-1	3	0.3	1	1.2	6.8*	-1.1	-3
Cc1ccc(-c2nnc(N3CCOCC3)c3ccccc23)cc1S(=O)(=O)N(C)C	0.7	0.2	-0.1	-5	2	-0.5	0	2.0	-1.3	-1.3	-4
O=C(CNC(=O)[C@@H]1Cc2ccccc2CN1)NC1CCCC1	0.1	-0.4	0.1	-3	9	-2.2	-2	1.6	3.4	-1.2	0
O=C(NCCCN1CCN(c2cccc(Cl)c2)CC1)c1nc(-c2ccncc2)no1	-0.6	-1.0	-0.9	2	-8	0.6	-1	-0.5	-3.9	-1.5	-6
O=c1cc(-c2ccccc2Cl)oc2c(NS(=O)(=O)c3cccs3)ccc(O)c12	-0.1	-0.7	-0.3	1	27*	0.1	-1	0.7	-2.2	-0.9	-12
CC(C)NC(=O)Cn1nnc(-c2cccc(NC(=O)c3ccccc3F)c2)n1	-0.6	1.9	-0.8	0	-5	1.4	-3	1.7	0.2	-1.2	-2
CC(C)CCN(C(=O)c1csnn1)C(C(=O)NC1CCCC1)c1ccc(F)cc1 (configuration not stated)	0.1	-2.3	-0.2	-3	-4	-0.5	-5	5.5	-1.3	-1.1	-1
CCOC(=O)C1CCN(c2c(N3CCCCCC3)c(=O)c2=O)CC1	-0.1	-1.8	0.3	4	-6	0.4	-1	-1.1	-0.3	-0.6	4
COc1cc(/C=N/Nc2nc3ccccc3o2)cc(OC)c1O	0.2	5.5	-0.1	-27	7	-6.2	0	5.8	1.2	-0.2	-12
COc1ccccc1CC1(C)C(=O)Nc2c(Cl)cccc21 (configuration not stated)	/	-3.7	-0.8	-3	-6	-1.4	0	-0.7	-0.2	-0.9	5
O=C(C1CCCN(S(=O)(=O)c2ccccc2F)C1)N1CCN(Cc2ccccc2)CC1 (configuration not stated)	/	0.0	-1.1	-1	-4	/	0	/	-0.8	-1.6	-1
O=C(COC(=O)c1n[nH]c2ccccc12)Nc1ccccc1F	2.4	7.5	1.6	0	7	-0.7	2	4.9	6.8*	1.8*	-12
Cc1ccc(OCC(=O)NNC(=O)C2CSC3(C)CCC(=O)N23)cc1 (configuration not stated)	-1.1	0.3	1.2	-6	-7	-1.7	-3	0.6	-0.8	-1.2	4
C/C(CCc1oc2c(Br)cc(Br)cc2c1-c1ccc(C)o1)=N\O	0.4	1.7	0.2	-15	-3	-2.2	0	-1.2	1.5	0.0	-28

Two compounds picked at random from those above, as already listed:
SMILES	DAX1 inh-2	hgDAF12 agonist	DAX1 inh-1	PLCb3 inh	NR1D1 modulator	PG9 Ab binder	SMARCA2 act	GAA850 FXN act	hcDAF-12 act	ssDAF-12 act	HGIII-sPLA2 inh
CCc1ccc(CCC(=O)Nc2ccc(Br)cc2)o1	-1.1	-1.7	0.2	-5	-1	-3.1	1	2.7	-1.4	-0.9	-31
CC(C)NC(=O)Cn1nnc(-c2cccc(NC(=O)c3ccccc3F)c2)n1	-0.6	1.9	-0.8	0	-5	1.4	-3	1.7	0.2	-1.2	-2

Screens as filed in PubChem.
